USP1 inh: blocks the human USP1/UAF1 deubiquitinase complex; Potency, µM (doses to about 57.1 µM), for the others: at the top dose activity change, negative = inhibition, actives largely listed as inhibitors; recombinant USP1/UAF1, Ub-Rhodamine cleavage fluorescence; O94782; hit rate 0.23% among 390,000; also: potency is read from the fitted curve at half-maximal effect; % is scaled to controls: 0 for no effect and ±100 for the full control effect; nearly all actives have a fitted effect of over 60% in size; inactives centre near -12
Target sequence (O94782 whole entry, looked up): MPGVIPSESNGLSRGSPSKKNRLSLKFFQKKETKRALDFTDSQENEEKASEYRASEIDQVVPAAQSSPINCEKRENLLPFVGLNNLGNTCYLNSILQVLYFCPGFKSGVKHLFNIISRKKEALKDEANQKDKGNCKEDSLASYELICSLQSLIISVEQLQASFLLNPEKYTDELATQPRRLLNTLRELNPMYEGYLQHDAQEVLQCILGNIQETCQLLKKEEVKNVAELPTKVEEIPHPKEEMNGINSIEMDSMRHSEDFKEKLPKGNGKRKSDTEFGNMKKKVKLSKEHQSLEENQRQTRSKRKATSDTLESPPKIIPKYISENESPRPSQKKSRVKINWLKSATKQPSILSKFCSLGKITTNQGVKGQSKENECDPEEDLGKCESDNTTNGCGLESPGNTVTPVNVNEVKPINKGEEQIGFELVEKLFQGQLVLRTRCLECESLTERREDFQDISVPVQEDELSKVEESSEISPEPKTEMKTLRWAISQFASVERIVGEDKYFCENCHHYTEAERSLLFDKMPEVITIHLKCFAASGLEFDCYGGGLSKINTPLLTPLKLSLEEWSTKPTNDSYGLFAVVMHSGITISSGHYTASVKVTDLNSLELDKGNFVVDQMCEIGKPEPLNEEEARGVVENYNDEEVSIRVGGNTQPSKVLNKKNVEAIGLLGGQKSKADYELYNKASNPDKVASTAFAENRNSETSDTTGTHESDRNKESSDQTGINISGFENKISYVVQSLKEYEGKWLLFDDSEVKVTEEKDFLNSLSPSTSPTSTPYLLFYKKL
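High-throughput fluorogenic screen: 1nM USP1/UAF1 complex, Ub-Rho substrate 150nM final, 50mM HEPES pH 7.8 with 0.5mM EDTA, 0.1 mg/ml BSA, 1mM TCEP and 0.01% Tween-20.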
LDHA block: blocks human lactate dehydrogenase A; P00338; purified LDHA, NADH/diaphorase-resazurin fluorescence; hits give low values; activity change, % (values are at about 110 or 230 µM); hit rate 0.15% among 480,000; AID 1347041; in the data active = activity change below about -30%; inconclusive = mostly about -25% to -30%;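 also: plate controls were DMSO wells for no effect and wells without enzyme for full effect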
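Resorufin fluorescence (ex540/em590), read at 0 and 20 min after diaphorase/resazurin addition, reports the NADH left after a 5 min room-temperature reaction of 2 nM human LDH5 with 0.06 mM NADH and 0.2 mM pyruvate.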
Vif-APOBEC3G blk: Vif-A3G binding inhibition. Potency, µM (highest dose often 46.1 µM), for the others: at the highest dose activity, negative = active, actives largely listed as inhibitors. AID 602310. Q9HC16. HeLa A3G-eYFP + Vif (tagged APOBEC3G with the HIV-1 protein that degrades it), YFP fluorescence, overnight. hit rate 0.076% among 410,000;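 also: potency is read from the fitted curve at half-maximal effect; % is scaled to controls: 0 for no effect and ±100 for the full control effect; nearly all actives have a fitted effect of over 60% in size; hits raise eYFP signal because A3G escapes Vif-driven loss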
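HeLa cells stably expressing Vif and C-terminally eYFP-tagged A3G, seeded overnight at 37 deg C, then exposed to compound by pintool overnight at 37 deg C. Rise in yellow fluorescence (Ex 488/Em 500-530, Acumen) marks blocked Vif-driven A3G degradation.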
Vif-APOBEC3F blk: inhibitors of Vif-A3F interaction; HeLa A3F-eYFP + Vif (tagged APOBEC3F with the HIV-1 protein that degrades it), YFP fluorescence increase; Potency, µM (series often up to 46.1 µM), for the others: at the highest dose activity, negative = active; hit rate 0.2% among 390,000; AID 602313; also: potency is read from the fitted curve at half-maximal effect; % of control where 0% means no effect; nearly all actives have a fitted effect of over 65% in size
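HeLa cells stably expressing Vif plus C-terminally eYFP-tagged A3F were seeded, incubated overnight at 37 deg C, dosed with compound, incubated overnight again at 37 deg C. Yellow fluorescence (Ex 488/Em 500-530) reported blocked Vif-mediated A3F-eYFP degradation.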
RGS4 inh: blocks human RGS4-accelerated GTP hydrolysis. Potency, µM (highest dose often 114 µM), inactives show at the top dose activity change, negative = inhibition, hits mostly inhibitors. hit rate 0.039% among 390,000. P49798. Transcreener GDP fluorescence polarization, RGS4-accelerated GTP hydrolysis; also: potency is read from the fitted curve at half-maximal effect; % is scaled to controls: 0 for no effect and ±100 for the full control effect; nearly all actives have a fitted effect of over 75% in size; some results filed as inactive show a strong effect at the top dose
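MLSMR compounds (23 nl, pin-transferred) preincubated 10 min at room temperature with a 500nM (2x) first reagent, then RGS4 at 900nM (2x) plus Transcreener GDP mix added; fluorescence polarization (620/688 nm) read before and after 90 min at 30 °C.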
TrxR1 substrate: rat thioredoxin reductase 1 substrate activity. Potency, µM (titrated, usually from 114 µM), inactives show at the top dose activity change, negative = substrate turnover. purified TrxR1 substrate turnover, NADPH consumption readout. AID 588456. O89049. hit rate 0.01% among 390,000; also: potency is read from the fitted curve at half-maximal effect; % is scaled to controls: 0 for no effect and ±100 for the full control effect; nearly all actives have a fitted effect of over 50% in size
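Rat TrxR1, dispensed at 90 nM, was prereduced with 400 uM NADPH (final) for 5 min at ~22 deg C, then incubated with compound 15 min before 400 uM selenite. A first-read NADPH fluorescence drop versus no-compound background flagged substrates.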
rTrxR1 inhibitor: blocks rat thioredoxin reductase 1 | O89049 | recombinant rTrxR1, NADPH fluorescence consumption, selenite substrate | Potency, µM (top dose mostly 114 µM), inactives show at the top dose activity change, negative = inhibition, hits mostly inhibitors | hit rate 1% among 390,000 | AID 588453; also: potency is read from the fitted curve at half-maximal effect; % is scaled to controls: 0 for no effect and ±100 for the full control effect; nearly all actives have a fitted effect of over 65% in size
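Rat TrxR1 (90 nM in the dispensed reagent) was pre-reduced with 400 uM NADPH for 5 min at room temperature, then incubated with compound for 15 min. After 400 uM selenite was added, NADPH fluorescence (Ex 340/Em 450 nm) was followed for 8 min.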
GRP78 ERSR act: induces the endoplasmic reticulum stress response in human glioma cells | U87-MG GRP78 promoter luciferase reporter, 16 h | Potency, µM, without a hit: at the highest dose activation, hits mostly activators | hit rate 0.02% among 420,000 | AID 602332; also: potency is read from the fitted curve at half-maximal effect; series mostly up to about 76 µM; % of control where 0% means no effect; nearly all actives have a fitted effect of over 35% in size
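ERSR induction read as luciferase luminescence (Bright-Glo, 10 min at room temperature) in stably transfected human U87-MG glioma cells exposed to compounds for 16 h, using GRP78 as sensor.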
IDH1 R132H inh: human IDH1 R132H inhibition. O75874. hit rate 0.093% among 390,000. IDH1-R132H enzyme, NADPH consumption, diaphorase/resazurin fluorescence. Potency, µM (highest dose often 76.6 µM), for inactives: at the highest dose activity change, negative = inhibition, most hits filed as inhibitors; also: potency is read from the fitted curve at half-maximal effect; % is scaled to controls: 0 for no effect and ±100 for the full control effect; nearly all actives have a fitted effect of over 65% in size
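IDH1-R132H (0.5 ug/mL) preincubated 30 min with compound, then NADPH (0.016 mM) and alpha-KG (2 mM) added; 80 min at RT, pH 7.5. Remaining NADPH coupled via diaphorase/resazurin to fluorescence (540/590 nm); concentration-response curves normalized to no-enzyme control.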
* = called active by the depositor; ? = inconclusive; . = not tested or not shown; [ ] = another dose, or the depositor's remark. Unless noted, calls follow the shape of the dose curve; as a rule, active = well fitted curve in the direction sought with a large enough effect; inconclusive = small, poorly fitted or top-dose-only effect, or another doubt; inactive = no such curve, though single readings can be large; an effect the other way counts as inactive or inconclusive.

Key to letters – A = USP1 inh; B = LDHA block; C = Vif-APOBEC3G blk; D = Vif-APOBEC3F blk; E = RGS4 inh; F = TrxR1 substrate; G = rTrxR1 inhibitor; H = GRP78 ERSR act; I = IDH1 R132H inh
CC(C)C(C)NC(=O)COc1ccc(S(=O)(=O)N2CCOCC2)cc1[N+](=O)[O-] (stereo not given)
  A: -11%; B: 3; C: -1%; D: 0%; E: -7%; F: -12%; G: ?; H: -5%; I: 10%
Cc1nn(-c2ccccc2)c(N2CCCC2)c1/C=N/Nc1ccc(S(=O)(=O)Nc2ccccc2)cc1[N+](=O)[O-]
  A: -10%; B: -1; C: 0%; D: -24%; E: -7%; F: -16%; G: -22%; H: -4%; I: 0%
CCn1cc2nc(SCc3cc(C)ccc3C)n(Cc3ccc(Cl)cc3)c(=O)c2n1
  A: -21%; B: 2; C: 8%; D: 2%; E: 8%; F: -6%[57.1 µM]; G: 6%[57.1 µM]; H: -3%; I: -13%
CC1CCCCN1c1ccc(N)cc1C(N)=O (stereo not given)
  A: 3%; B: 3; C: 0%; D: -1%; E: 10%; F: -8%[57.1 µM]; G: -6%; H: 0%; I: 10%
Cc1ccc(Cl)cc1-n1c(SCC(=O)NCc2ccccc2)nc2n[nH]c(C)c2c1=N
  A: -5%; B: -1; C: 2%; D: -5%; E: 14%; F: 1%[57.1 µM]; G: 32%[57.1 µM]; H: -2%; I: -16%
CCc1nnc(NC(=O)CSc2nnc(COc3ccccc3C)o2)s1
  A: -6%; B: -2; C: 0%; D: -4%; E: 3%[56.9 µM]; F: -11%; G: -13%; H: -4%; I: 8%
CSc1ncccc1C(=O)OCC(=O)c1ccc(Cl)s1
  A: -24%; B: 0; C: 2%; D: -7%; E: .; F: .; G: .; H: -3%; I: 10%
CC(C)CCN(C(=S)Nc1cccc(F)c1)C1CCN(C(C)C)CC1
  A: ?; B: -6; C: 4%; D: -6%; E: 2%; F: 1%[57.1 µM]; G: 9%[57.1 µM]; H: -2%; I: -3%
CC(Sc1ccsc1[N+](=O)[O-])C(=O)NCc1ccco1 (stereo not given)
  A: 6%; B: 1; C: 1%; D: -8%; E: -29%; F: -6%; G: 20µM*; H: -6%; I: -6%
CCOC(=O)C1CCCN(C(=O)c2[nH]c3ccc(OC)cc3c2C)C1 (stereo not given)
  A: -19%; B: 3; C: 1%; D: -12%; E: -11%; F: 27%; G: 19%; H: -7%; I: 0%
Cc1ccc(S(=O)(=O)N2CCCC2C(=O)NCc2ccncc2)cc1 (stereo not given)
  A: -19%; B: 2; C: 2%; D: -3%; E: -18%; F: 8%; G: 4%; H: -1%; I: 7%
COc1cccc(/C=C2\SC(=S)N(CCCC(=O)N(CCO)c3ccccc3)C2=O)c1
  A: ?; B: -1; C: -1%; D: 2%; E: -19%; F: -7%; G: -13%; H: -14%; I: -1%
O=C(CCNS(=O)(=O)c1ccc2c(c1)CCC(=O)N2)Nc1ccc(F)c(F)c1
  A: -6%; B: -1; C: 0%; D: 0%; E: 29%; F: 4%; G: 10%; H: -3%; I: -2%
COc1ccccc1C(=O)NC1CC(C)(C)NC(C)(C)C1
  A: -10%; B: -1; C: -7%; D: 16%; E: 11%; F: 5%; G: 10%; H: -3%; I: 5%
CCOc1ccc(C2c3[nH]c4ccccc4c3CCN2C(=O)Cn2cncn2)cc1 (stereo not given)
  A: -10%; B: 5; C: -13%; D: 5%; E: -2%; F: 5%[57.1 µM]; G: 14%[57.1 µM]; H: -1%; I: 0%
COc1ccc(CNC(=O)CSc2nc(-c3ccccc3)cc(-c3cccs3)c2C#N)cc1
  A: -7%; B: 1; C: 1%; D: 2%; E: -2%; F: 31%[activator]; G: 0%; H: -6%; I: -3%
Cc1ccc(NC(=O)CC2S/C(=N/c3nccs3)N(C)C2=O)c(C)c1 (stereo not given)
  A: 2%; B: -8; C: 3%; D: 6%; E: 44%; F: -4%; G: 15%[57.1 µM]; H: -5%; I: 2%
Cc1cccc(N2CCN(C(=O)c3c(-c4ccccc4)noc3C)CC2)c1C
  A: -17%; B: 0; C: ?; D: -3%; E: 2%; F: -7%; G: 3%; H: -3%; I: 0%
COc1ccccc1N1CCN(C2CCCN(S(=O)(=O)c3cccc(Cl)c3)C2)CC1 (stereo not given)
  A: -9%; B: -4; C: 1%; D: -11%; E: 30%; F: -7%; G: -3%; H: -5%; I: 0%
COc1ccccc1N(C(=O)c1ccncc1)c1nc(-c2ccc([N+](=O)[O-])cc2)cs1
  A: -12%; B: -3; C: 5%; D: 2%; E: -41%; F: -16%[57.1 µM]; G: 24%[57.1 µM]; H: 0%; I: 13%
N#Cc1c(C(F)(F)F)cc(-c2ccc(F)cc2)nc1SCC(=O)O
  A: -18%; B: -8; C: 1%; D: 2%; E: 9%; F: 5%[57.1 µM]; G: 21%[57.1 µM]; H: 2%; I: 4%
O=C(NC(=S)NCCC1=CCCCC1)c1ccco1
  A: -15%; B: -9; C: -8%; D: ?; E: -9%; F: 3%; G: 13%; H: 2%; I: -7%
COc1ccc(/C=C/C(=O)NC2CCCCCC2)cc1S(=O)(=O)N1CCOCC1
  A: -6%; B: -8; C: 0%; D: -1%; E: -10%; F: -18%[57.1 µM]; G: ?; H: 0%; I: 8%
CC1=CC(C)(C)N2C(=O)C3(C(C#N)=C(N)OC4=C3C(=O)CCC4)c3c(C)c(C)cc1c32 (stereo not given)
  A: -9%; B: -18; C: -1%; D: 4%; E: 42%; F: -2%; G: 22%[57.1 µM]; H: -7%; I: -3%

Structures listed so far containing two or more sulfur atoms:
Key to letters – A = USP1 inh; B = LDHA block; C = Vif-APOBEC3G blk; D = Vif-APOBEC3F blk; E = RGS4 inh; F = TrxR1 substrate; G = rTrxR1 inhibitor; H = GRP78 ERSR act; I = IDH1 R132H inh
CCc1nnc(NC(=O)CSc2nnc(COc3ccccc3C)o2)s1
  A: -6%; B: -2; C: 0%; D: -4%; E: 3%[56.9 µM]; F: -11%; G: -13%; H: -4%; I: 8%
CSc1ncccc1C(=O)OCC(=O)c1ccc(Cl)s1
  A: -24%; B: 0; C: 2%; D: -7%; E: .; F: .; G: .; H: -3%; I: 10%
CC(Sc1ccsc1[N+](=O)[O-])C(=O)NCc1ccco1 (stereo not given)
  A: 6%; B: 1; C: 1%; D: -8%; E: -29%; F: -6%; G: 20µM*; H: -6%; I: -6%
COc1cccc(/C=C2\SC(=S)N(CCCC(=O)N(CCO)c3ccccc3)C2=O)c1
  A: ?; B: -1; C: -1%; D: 2%; E: -19%; F: -7%; G: -13%; H: -14%; I: -1%
COc1ccc(CNC(=O)CSc2nc(-c3ccccc3)cc(-c3cccs3)c2C#N)cc1
  A: -7%; B: 1; C: 1%; D: 2%; E: -2%; F: 31%[activator]; G: 0%; H: -6%; I: -3%
Cc1ccc(NC(=O)CC2S/C(=N/c3nccs3)N(C)C2=O)c(C)c1 (stereo not given)
  A: 2%; B: -8; C: 3%; D: 6%; E: 44%; F: -4%; G: 15%[57.1 µM]; H: -5%; I: 2%

High-throughput results (PubChem)

An excerpt; rates above refer to the full screens.
